hK5 inh = human KLK5 protease inhibitors, primary screen, biochemical, 1536-well. Kallikrein-5 (Homo sapiens), Q9Y337. recombinant hK5, fluorogenic AMC substrate cleavage. inhibition, % at 5 µM. actives 0.59% (n = 210,000). AID 873, 2007;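 active means inhibition of 40% or more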;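 further: 0% = enzyme controls without compound and 100% = no-enzyme blanks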
FXIa inh 1536 = human FXIa protease inhibitors, primary screen, biochemical, 1536-well. AID 798, 2007. inhibition, % at 5 µM. Coagulation factor XI (Homo sapiens), P03951. purified FXIa, Boc-Glu-Ala-Arg-AMC fluorogenic substrate. actives 0.14% (n = 220,000);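 active means inhibition of at least 40%; inactive means inhibition below 40%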;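 further: fluorescence of freed AMC excited at 355 nm; 0% = enzyme without compound and 100% = no enzyme blank; many of its hits are not listed in these tables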
Target sequence (P03951 19-387 limits assumed): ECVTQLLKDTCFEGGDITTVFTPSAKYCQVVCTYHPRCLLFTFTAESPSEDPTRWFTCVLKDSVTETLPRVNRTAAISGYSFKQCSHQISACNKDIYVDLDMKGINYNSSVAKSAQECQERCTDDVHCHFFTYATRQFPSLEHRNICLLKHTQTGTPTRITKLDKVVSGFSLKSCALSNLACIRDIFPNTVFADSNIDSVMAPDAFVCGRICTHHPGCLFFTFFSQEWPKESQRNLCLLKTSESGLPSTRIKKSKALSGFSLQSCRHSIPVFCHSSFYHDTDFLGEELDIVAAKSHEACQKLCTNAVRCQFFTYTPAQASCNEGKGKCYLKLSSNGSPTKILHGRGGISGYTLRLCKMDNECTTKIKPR
Target sequence (P03951 388-625 limits assumed): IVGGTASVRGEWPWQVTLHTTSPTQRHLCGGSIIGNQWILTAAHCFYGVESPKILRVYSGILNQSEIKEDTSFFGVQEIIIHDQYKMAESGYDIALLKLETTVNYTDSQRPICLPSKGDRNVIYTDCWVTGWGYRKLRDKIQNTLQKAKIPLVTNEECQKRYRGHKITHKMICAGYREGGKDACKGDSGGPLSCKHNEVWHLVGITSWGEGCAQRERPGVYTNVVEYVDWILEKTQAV
Furin inhibitor = human furin inhibitors, primary screen, biochemical, fluorescence intensity | P09958 | inhibition, % at 30 µM | actives 0.061% (n = 220,000) | AID 463115, 2010 | purified furin, fluorogenic substrate cleavage; in the data active means inhibition above about 25%; further: inactives centre near -15
KCC2 mod = KCC2 cotransporter modulators, thallium flux, primary screen, cell-based, HEK293 KCC2, FluoZin-2 fluorescence, MLSMR; KCC2 cells, thallium flux FluoZin-2 fluorescence; B-score of Tl+ flux slope (higher = more flux/activation; lower = inhibition) at 10 µM; actives 2.2% (n = 190,000);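 active means thallium flux slope and its plate-corrected score both differing from the plate sample mean at a set confidence after two filtering rounds, in either direction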;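 further: slope of fluorescence scaled to starting intensity during 10 to 20 s after thallium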
Rad51 HR inh = human RAD51 strand exchange inhibitors, primary screen, biochemical, fluorescence; DNA repair protein RAD51 homolog 1 (Homo sapiens), Q06609; hRad51 DNA strand exchange, fluorescence dequenching; inhibition, % at 10 µM; actives 0.085% (n = 200,000); AID 1385, 2008;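 active means inhibition above 40% at the single screening dose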;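 further: 0% = DMSO control wells and 100% = blanks with heterologous ssDNA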
Target sequence (Q06609 whole entry, looked up): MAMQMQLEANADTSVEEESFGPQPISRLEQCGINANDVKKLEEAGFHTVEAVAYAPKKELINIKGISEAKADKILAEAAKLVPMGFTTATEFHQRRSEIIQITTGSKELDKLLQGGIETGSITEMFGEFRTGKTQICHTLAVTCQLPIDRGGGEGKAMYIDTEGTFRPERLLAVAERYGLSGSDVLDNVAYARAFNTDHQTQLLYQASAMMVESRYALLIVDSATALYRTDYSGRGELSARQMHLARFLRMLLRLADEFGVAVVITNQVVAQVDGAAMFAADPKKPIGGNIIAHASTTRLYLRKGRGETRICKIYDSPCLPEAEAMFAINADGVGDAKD
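material = hRad51 filaments on single-stranded DNA | timing = filaments 15 min 37 °C, then compound 30 min | signal = FRET fluorescence dequenching, excitation 485 nm, emission 520 nm | benchmarks = control wells and blank wells on each plate | evaluation = percent inhibition relative to plate controls and blanks | compound = 10 µM final, single point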
m-calpain inh = inhibitors of pig calpain II, primary screen, biochemical, fluorogenic peptide substrate, 1536-well; purified calpain II, 30 min; inhibition, % at 16 µM; actives 0.37% (n = 220,000); AID 1236, 2008;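 active means inhibition above about 50%, limit read from the data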
thrombin 1536 = human alpha-thrombin inhibitors, primary screen, counter-screen for coagulation protease inhibitor project, biochemical, 1536-well, fluorogenic AMC substrate; Prothrombin (Homo sapiens), P00734; Boc-VPR-AMC fluorogenic substrate cleavage; inhibition, % at 5 µM; actives 0.26% (n = 220,000);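 active means inhibition at or above 40%; inactive means inhibition below 40%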;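 further: 0% = enzyme with no compound and 100% = wells without enzyme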
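Material: Human alpha-thrombin protein | Buffer or medium: pH 7.5 Tris-saline with Tween 20 | Reagent: Boc-VPR-AMC substrate, 15 µM final | Schedule: Reaction at ambient temperature | Detection: AMC fluorescence at 355 nm excitation and 460 nm emission | Evaluation: Percent inhibition scaled between no-compound controls and no-enzyme blanks | Controls: no-compound enzyme wells and no-enzyme blanks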
FXIIa inh 1536 = human FXIIa protease inhibitors, primary screen, biochemical, 1536-well | Coagulation factor XII (Homo sapiens), P00748 | purified FXIIa, Boc-QGR-AMC fluorogenic substrate, 2 h | inhibition, % at 5 µM | actives 0.3% (n = 220,000) | AID 800, 2007; in the data active means inhibition above about 40%;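 further: 0% = enzyme with no compound and 100% = blank without enzyme; many of its hits are not listed in these tables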
PERK inhibitor = block of dimerizer-induced PERK translation repression, primary screen, PERK inhibitor project, CHO PERK-DD cells, SEAP luminescence, HTS; Eukaryotic translation initiation factor 2-alpha kinase 3 (Homo sapiens), Q9NZJ5; CHO PERK-DD fusion, SEAP luminescence translation reporter; inhibition, % at 5.6 µM; actives 0.17% (n = 220,000); AID 1416, 2008;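 active means inhibition above the mean inhibition of all tested compounds plus 3 SD, set separately per screening campaign, cut at about 2.9% in these data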;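 further: PERK kinase domain activated by AP20187 dimerizer at 100 nM; 0% = DMSO with dimerizer and 100% = rapamycin at 8.4 µM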
Starred values were filed as active, the others as inactive; x = no result given; [ ] = another dose, or the depositor's remark. A portion of the library, so the mix of outcomes need not match the whole.

A first look (5 entries):
Abbreviations: A = hK5 inh; B = FXIa inh 1536; C = Furin inhibitor; D = KCC2 mod; E = Rad51 HR inh; F = m-calpain inh; G = thrombin 1536; H = FXIIa inh 1536; I = PERK inhibitor
> CCCc1ccc(O)c(N=Cc2cc(Br)cc(OCC)c2O)c1
  A = -10; B = 5; C = -16; D = -0.79; E = -20; F = -41; G = -2; H = 10; I = 0.9
> Cc1noc(C)c1S(=O)(=O)N1CCCC(C(=O)N2CCC(C)CC2)C1 (centres undefined)
  A = -8; B = 1; C = -6; D = 0.39; E = 2; F = -4; G = -2; H = 9; I = 0.4
> COC(=O)CC1C(=O)NCCN1C(=O)CSc1nnnn1-c1ccc(OC)cc1 (centres undefined)
  A = 2; B = -1; C = -11; D = -0.25; E = 0; F = 13; G = -8; H = 9; I = 0.2
> O=C(Cn1ccsc1=NC(=O)C(F)(F)F)c1ccccc1
  A = -9; B = -2; C = -16[20 µM]; D = 0.51; E = 7; F = 14; G = 3; H = 15; I = 0.2
> O=C(c1ccc2nc(-c3ccco3)c(-c3ccco3)nc2c1)N1CCN(c2ncccn2)CC1
  A = -33; B = 4; C = -18[20 µM]; D = 0.3; E = 7; F = -90; G = 5; H = 1; I = -0.2

The whole of this part, repeating the preview:
Abbreviations: A = hK5 inh; B = FXIa inh 1536; C = Furin inhibitor; D = KCC2 mod; E = Rad51 HR inh; F = m-calpain inh; G = thrombin 1536; H = FXIIa inh 1536; I = PERK inhibitor
> CCCc1ccc(O)c(N=Cc2cc(Br)cc(OCC)c2O)c1
  A = -10; B = 5; C = -16; D = -0.79; E = -20; F = -41; G = -2; H = 10; I = 0.9
> Cc1noc(C)c1S(=O)(=O)N1CCCC(C(=O)N2CCC(C)CC2)C1 (centres undefined)
  A = -8; B = 1; C = -6; D = 0.39; E = 2; F = -4; G = -2; H = 9; I = 0.4
> COC(=O)CC1C(=O)NCCN1C(=O)CSc1nnnn1-c1ccc(OC)cc1 (centres undefined)
  A = 2; B = -1; C = -11; D = -0.25; E = 0; F = 13; G = -8; H = 9; I = 0.2
> O=C(Cn1ccsc1=NC(=O)C(F)(F)F)c1ccccc1
  A = -9; B = -2; C = -16[20 µM]; D = 0.51; E = 7; F = 14; G = 3; H = 15; I = 0.2
> O=C(c1ccc2nc(-c3ccco3)c(-c3ccco3)nc2c1)N1CCN(c2ncccn2)CC1
  A = -33; B = 4; C = -18[20 µM]; D = 0.3; E = 7; F = -90; G = 5; H = 1; I = -0.2
> C=CCNC(=S)N1CCC(C(N)=O)CC1
  A = 0; B = 2; C = -27; D = 0.62; E = 10; F = 21; G = 4; H = 1; I = 0.6
> O=C1N(CN2CCN(Cc3ccccc3)CC2)c2ccccc2C12OCCCO2
  A = -6; B = -2; C = -10; D = 0.2; E = -5; F = -11; G = x; H = 1; I = -0.4
> CC(C)(C)n1nnnc1SCC(=O)Nc1nn(-c2ccccc2)nc1C(N)=O
  A = -8; B = -4; C = -21; D = -0.83; E = 0; F = -62; G = -13; H = -7; I = -0.1
> O=C(O)c1cccnc1
  A = -8; B = 4; C = -16; D = -0.016; E = -6; F = 26; G = 0; H = 13; I = 1.1
> NS(=O)(=O)c1ccc(CCNC(=O)CSc2ccc3ccccc3c2)cc1
  A = 1; B = -1; C = -23; D = 0.089; E = 4; F = -5; G = -1; H = 10; I = 0.3
> COc1ccc(C(=O)N2CC(=O)Nc3ccccc32)cc1S(=O)(=O)N1CCOCC1
  A = 2; B = 2; C = -19; D = -0.15; E = -1; F = -18; G = 1; H = 9; I = -1.1
> COc1ccc(-c2nnc3ccc(SCC(=O)Nc4nccs4)nn23)cc1OC
  A = -1; B = 5; C = -15; D = -0.51; E = -5; F = -1; G = -7; H = 8; I = 0.5
> CS(=O)(=O)N1CCN(c2ccccc2NC(=O)c2ccc(Br)o2)CC1
  A = -1; B = -1; C = -5[20 µM]; D = -1.1; E = 4; F = 3; G = -3; H = 6; I = -0.2
> O=C(CCCc1cccs1)Nc1nc(-c2ccc(F)cc2)cs1
  A = 12; B = 2; C = -11; D = -0.78; E = 7; F = 16; G = -2; H = 35; I = -0.5
> O=C(O/N=C(/c1ccccc1)c1ccncc1)c1ccccc1[N+](=O)[O-]
  A = 2; B = 5; C = -21; D = -1.5; E = 0; F = -12; G = -5; H = 8; I = 0.8
> Cc1ccc2c(c1)c1ncnc(N3CCOCC3)c1n2C
  A = -100; B = -22; C = -4; D = -1.1; E = x; F = x; G = -7; H = -36; I = -1.1
> COCCCn1c2nc3ccccc3nc2c2c(=O)n(-c3ccccc3OC)c(C)nc21
  A = -68; B = -8; C = -22; D = 0.36; E = x; F = -185; G = -2; H = -16; I = -0.9
> CC(C)NC(=O)NC(=O)CSc1ncccn1
  A = -3; B = -4; C = -29; D = -0.081; E = 2; F = -21; G = -5; H = 6; I = 0.6
> Cc1ccc(N2C(=O)CC3(CC4C=CC3C4)C2=O)cc1 (centres undefined)
  A = -5; B = 5; C = -17; D = x; E = 4; F = -6; G = 2; H = 11; I = -0.6
> Cc1ccc(NC(=O)C2CCN(S(=O)(=O)c3c(C)[nH]c(=O)[nH]c3=O)CC2)cc1
  A = -7; B = -2; C = -13[20 µM]; D = -0.024; E = 3; F = -34; G = 3; H = 9; I = 0.4
> CCOc1ccc(C(=O)NC(C)(C)CC)cc1
  A = -1; B = -4; C = -21; D = 1.9; E = 5; F = 0; G = -2; H = 5; I = 0.6
> Cc1ncc([N+](=O)[O-])n1CCOC(=O)NC(NCc1ccccc1)C(Cl)(Cl)Cl (centres undefined)
  A = 4; B = -3; C = -21[20 µM]; D = 1.2; E = 6; F = -5; G = -3; H = -2; I = 0.8
> NC(=O)c1sc2nc3c(c(-c4cccs4)c2c1N)CCCCC3
  A = 2; B = -9; C = -27[20 µM]; D = 0.54; E = 8; F = -105; G = -9; H = -25; I = -0.2
> O=C(NCc1ccncc1)c1cccc(F)c1
  A = 2; B = 5; C = -23; D = 0.51; E = 0; F = -16; G = 0; H = 14; I = 0.5
> COc1ccc(C(=O)NC(CO)c2nnc(SCc3ccc(Cl)c(Cl)c3)n2C)cc1 (centres undefined)
  A = 1; B = 14; C = -7[20 µM]; D = -1.7; E = 1; F = 6; G = 2; H = 18; I = -0.6
> CC(C)c1ccc(/C=N/NC(=O)C(=O)NCCCN2CCOCC2)cc1
  A = -17; B = 22; C = -13; D = -0.91; E = x; F = -4; G = -2; H = 25; I = 0.1
> COc1ccc(S(=O)(=O)N2c3ccccc3OCC2C(C)(C)C)cc1 (centres undefined)
  A = -5; B = 0; C = -19; D = -0.0087; E = -2; F = 18; G = -8; H = 0; I = 0.5
> CCC(=O)Nc1ccc(N2CCN(Cc3ccccc3F)CC2)cc1
  A = -5; B = -5; C = -16; D = x; E = 0; F = -15; G = -1; H = 7; I = 0.5
> Cc1ccc(C(=O)CC(C(=O)O)P(=O)(c2ccccc2)c2ccccc2)cc1 (centres undefined)
  A = -6; B = 1; C = -15; D = 0.36; E = -2; F = 1; G = x; H = 1; I = 0.6
> CCOC(=O)N1CCN(C(=O)C2CC(=O)N(Cc3ccc(OC)cc3)C2)CC1 (centres undefined)
  A = -22; B = 0; C = -23[20 µM]; D = 0.99; E = 0; F = 26; G = -10; H = 2; I = 0.8
> COc1cc(C2C3C(=O)N(c4ccc(F)cc4)C(=O)C3ON2c2ccccc2)ccc1O (centres undefined)
  A = 15; B = 15; C = -25; D = x; E = -10; F = 7; G = 7; H = 24; I = 0.4
> CC(C)N(C(=O)CSc1ncnc2sc(-c3ccccc3)cc12)C(C)C
  A = -1; B = 5; C = -27[20 µM]; D = 7.1*; E = 10; F = -51; G = 5; H = 16; I = 0.2
> O=C1C(C=NCCN2CCOCC2)=C(O)c2ccccc21
  A = -13; B = 4; C = -6; D = -1.8; E = x; F = -4; G = -4; H = 5; I = -0.3
> CC1(C(=O)Nc2c(F)c(F)c(F)c(F)c2F)CC1(Br)Br (centres undefined)
  A = -1; B = -2; C = -17; D = -1.3; E = 5; F = 11; G = -4; H = 5; I = 2.8
> COc1cccc(-c2noc(C3CCCN(C(=O)Cc4ccccc4)C3)n2)c1 (centres undefined)
  A = -6; B = -6; C = -7[20 µM]; D = -0.79; E = 0; F = -17; G = -11; H = -9; I = 0.0
> CCOC(=O)C1=C(O)/C(=C/c2cc(OC)c(O)c(OC)c2)SC1=Nc1ccc(OC)cc1
  A = -11; B = 23; C = -17; D = -1.6; E = -1; F = -92; G = 0; H = 17; I = 1.0
> Cc1ccc(C2CC(C(F)(F)F)n3ncc(C(=O)NCc4ccco4)c3N2)cc1 (centres undefined)
  A = -21; B = 0; C = -11; D = 0.25; E = 2; F = 15; G = 3; H = 14; I = -0.6
> COc1ccc([N+](=O)[O-])cc1NC(=O)Cc1ccccc1Cl
  A = -17; B = -1; C = -20; D = -0.083; E = 1; F = 4; G = -8; H = 7; I = -0.3
> C/C(=N\NC(=S)NC1CCCCC1)c1c(F)cccc1F
  A = -20; B = 1; C = -21; D = 22*; E = -27; F = 8; G = 9; H = 10; I = 0.1
> Cc1csc(NC(=O)C2CCC(C)(C(=O)O)C2(C)C)n1 (centres undefined)
  A = 10; B = 0; C = -45; D = 0.54; E = 8; F = -26; G = -2; H = 12; I = -0.6
> CS(=O)(=O)N1CCN(C(=O)c2cc(-c3ccncc3)nc3ccc(Cl)cc23)CC1
  A = 33; B = 2; C = -22[20 µM]; D = x; E = 2; F = -5; G = 11; H = 8; I = 0.7
> COc1ccccc1NC(=O)CS(=O)(=O)c1cn(CC(=O)N2CCOCC2)c2ccccc12
  A = -2; B = -2; C = -18; D = -0.0061; E = 3; F = -20; G = -9; H = 2; I = 0.5
> O=C(CSc1ccccc1)Nc1nnc(/C=C/c2ccccc2)s1
  A = -18; B = 1; C = -24; D = 0.21; E = 6; F = -115; G = -17; H = 7; I = 1.4
> O=C(N/N=C/c1ccccc1F)c1csc2c1CCCC2
  A = -4; B = -1; C = -14[20 µM]; D = -1.5; E = 5; F = -23; G = -1; H = 14; I = 1.3
> COC(=O)c1sc(N)nc1C(C)(C)C
  A = -11; B = 0; C = -15[20 µM]; D = 0.18; E = -4; F = 0; G = -14; H = 12; I = -0.7
> CCNc1nc2nonc2nc1NCC
  A = -2; B = 3; C = -21; D = 0.23; E = -6; F = 17; G = 3; H = 20; I = 0.2
> N#C/C(=C\c1ccc(C(=O)O)cc1)S(=O)(=O)c1cc(Br)ccc1Br
  A = -4; B = -5; C = -27; D = -0.17; E = 13; F = -16; G = -8; H = 4; I = 0.9
> CCCn1c(=S)[nH]c2cc(C(=O)N3CCc4ccccc4C3)ccc2c1=O
  A = 1; B = -1; C = -9; D = 2.6; E = -11; F = 57*; G = -10; H = 5; I = 1.0
> COc1ccc(-c2cnc(N)n2C)cc1
  A = -2; B = -2; C = -26; D = 0.22; E = -1; F = -3; G = -6; H = 7; I = 0.8

Bioassay records deposited in PubChem BioAssay by several laboratories.
